Bioassay records from PubChem.
Pf growth 96h: P. falciparum growth inhibition at 96 hours; P. falciparum luciferase reporter growth, 96 h; Potency, µM (series often up to 28.7 µM), without a hit: at the highest dose activity change, negative = inhibition, usual class: inhibitors; 320,000 tested, 6.9% active; note: potency is the fitted concentration of half-maximal effect; % is set by controls: 0 for no effect and ±100 for the full control effect
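Parasite growth measured via integrated firefly luciferase reporter in P. falciparum. Infected erythrocytes at 2% hematocrit, 0.05% parasitemia final were treated 96 hours at 37 C under 5% CO2, and luminescence was read.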
AmpC inh no detg: blocks E. coli AmpC beta-lactamase in detergent-free assay | P00811 | AmpC nitrocefin hydrolysis, absorbance 480 nm, 0.0001% Triton | Potency, µM (titrated, usually from 57.1 µM), for the others: top-dose activity change, negative = inhibition, actives largely listed as inhibitors | 330,000 tested, 0.52% active | AID 485341;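 note: potency is the fitted concentration of half-maximal effect; plate controls were no compound for no effect and no enzyme for full effect; nearly all actives have a fitted effect of over 20% in size; some results filed as inactive show a strong effect at the top dose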
Target sequence (P00811 whole entry, looked up): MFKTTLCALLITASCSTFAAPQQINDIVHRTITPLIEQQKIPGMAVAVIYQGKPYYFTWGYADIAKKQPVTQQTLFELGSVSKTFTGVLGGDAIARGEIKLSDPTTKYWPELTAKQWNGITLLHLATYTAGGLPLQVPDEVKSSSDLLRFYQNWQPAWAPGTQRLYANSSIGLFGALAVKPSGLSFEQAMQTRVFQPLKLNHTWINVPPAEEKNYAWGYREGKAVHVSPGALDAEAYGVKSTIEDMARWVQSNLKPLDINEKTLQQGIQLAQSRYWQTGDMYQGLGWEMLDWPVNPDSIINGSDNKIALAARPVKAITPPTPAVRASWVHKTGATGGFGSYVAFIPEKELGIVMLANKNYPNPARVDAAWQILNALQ
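AmpC (5.3 nM in the dispensed reagent) in 20 mM phosphate pH 7.0 with 0.01% (detergent screen) or 0.0001% Triton X-100 was preincubated with compounds for 15 min at room temperature. Nitrocefin was then added from an 800 uM solution, and hydrolysis was followed at 480 nm.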
Cycloheximide cs: counter-screen for Shiga toxin inhibitors: cycloheximide protein synthesis inhibition; cell reporter, cycloheximide protein synthesis inhibition counterscreen; max response, %; 300,000 tested, 12% active; AID 2314; in the data active = max response mostly above about 13%, no sharp cut-off; inactive = mostly below about 14%; note: read at 38.3 µM for the half of the compounds with a filed dose; 0% is about no effect
Tb PYK inh: blocks Trypanosoma brucei pyruvate kinase; Potency, µM (series often up to 76.8 µM), for inactives: top-dose activity, negative = inhibition, actives largely listed as inhibitors; Q57TT1; AID 624173; 410,000 tested, 0.12% active; TbPYK enzyme, Kinase-Glo Plus ATP luminescence, 45 min; note: potency is the fitted concentration of half-maximal effect; % is set by controls: 0 for no effect and ±100 for the full control effect; nearly all actives have a fitted effect of over 50% in size
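T. brucei PYK with substrate was exposed to pin-transferred compounds across a concentration series, then started with 130 uM ADP (final). After 45 min at room temperature, Kinase-Glo Plus luminescence was read, normalized and curve-fitted.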
Pf growth 48h: inhibits P. falciparum growth in the first generation, 48 h; P. falciparum luciferase growth in erythrocytes, 48 h; Potency, µM (titrated, usually from 28.7 µM), without a hit: at the top dose activity change, negative = inhibition, usual class: inhibitors; 310,000 tested, 5.9% active; AID 504832; note: potency is the fitted concentration of half-maximal effect; % is set by controls: 0 for no effect and ±100 for the full control effect
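Read-out is firefly luciferase luminescence from an integrated reporter in P. falciparum, so falling signal marks reduced parasite growth. Infected erythrocytes were at 2% hematocrit and 0.1% parasitemia (final) in Albumax-supplemented RPMI 1640.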
LmPK inh: LmPK (Leishmania mexicana) enzyme inhibition; purified LmPK, Kinase-Glo ATP luminescence, 1 h; Potency, µM (titrated, usually from 57.5 µM), inactives show at the top dose activity change, negative = inhibition, hits mostly inhibitors; 290,000 tested, 0.37% active; AID 1721; note: potency is the fitted concentration of half-maximal effect; % is set by controls: 0 for no effect and ±100 for the full control effect
Target sequence (Q27686 whole entry, looked up): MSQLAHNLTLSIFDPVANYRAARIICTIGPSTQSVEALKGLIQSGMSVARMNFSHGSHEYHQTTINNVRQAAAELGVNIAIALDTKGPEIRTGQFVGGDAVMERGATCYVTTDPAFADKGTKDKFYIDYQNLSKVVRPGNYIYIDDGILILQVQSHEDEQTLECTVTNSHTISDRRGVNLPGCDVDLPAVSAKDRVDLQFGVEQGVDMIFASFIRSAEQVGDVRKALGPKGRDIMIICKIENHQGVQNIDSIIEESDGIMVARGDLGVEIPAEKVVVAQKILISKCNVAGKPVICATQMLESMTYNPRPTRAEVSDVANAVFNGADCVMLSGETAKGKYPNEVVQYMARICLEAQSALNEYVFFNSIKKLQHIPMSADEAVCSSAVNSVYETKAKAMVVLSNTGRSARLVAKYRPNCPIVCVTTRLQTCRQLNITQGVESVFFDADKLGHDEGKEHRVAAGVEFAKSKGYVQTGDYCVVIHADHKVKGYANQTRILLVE
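ATP generated from ADP (0.1 mM) and PEP (0.5 mM) by 0.1 nM LmPK over 1 h at room temperature (pH 7.2 imidazole buffer) was detected by coupled luciferase luminescence. Values were normalized to uninhibited and no-enzyme wells.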
Shiga inhibitor: blocks Shiga toxin action in Vero cells; Vero cells, Shiga toxin protein synthesis inhibition reporter; inhibition, % at 38.7 µM; 290,000 tested, 9.2% active; AID 2315; in the data active = inhibition mostly above about 28%, no sharp cut-off; inactive = mostly below about 43%; note: 0% is about no effect
Numbers without * were called inactive; ? = inconclusive; / = no result given; [ ] = remark or other dose. Unless noted, calls come from the whole dose curve; as a rule, active = well fitted curve in the direction sought with a large enough effect; inconclusive = small, poorly fitted or top-dose-only effect, or another doubt; inactive = no such curve, though single readings can be large; an effect the other way counts as inactive or inconclusive. Compounds were not picked by outcome, and some 22% of all compounds hit somewhere here.

entry	compound	LmPK inh	AmpC inh no detg	Shiga inhibitor	Tb PYK inh
1	Cc1cc(Br)ccc1NCc1ccccn1	5%	1%	67*	-1%
2	O=C(CCN1C(=O)C2C3CCC(C3)C2C1=O)OCC(=O)c1ccc(Br)cc1 (stereo not drawn)	9%	-4%	-2	-4%
3	COc1ccc(NC(=O)c2cc(Br)ccc2Cl)c(OC)c1	6%	-19%	2	6%
4	O=C(O)C1CCN(S(=O)(=O)c2cccc3nsnc23)CC1	-3%	-29%	21	0%
5	COCCOC(=O)c1c(C)n(C)c2ccc(OC(=O)C3CC3)cc12	-1%	69%[activator]	35	-7%
6	COc1cc(NS(=O)(=O)c2ccc(N/C=C\C(=O)c3ccc(OC)c(OC)c3)cc2)nc(OC)n1	-1%	0%	4	5%
7	CN(CC(=O)Nc1ccccc1C(=O)NC1CC1)Cc1ccco1	/	-19%	/	-2%
8	Cc1cc(O)c(C=Nc2ccc(Cl)cn2)c(=O)o1	8%	-14%	9	-9%
9	COC(=O)C1=C(NC(C)=O)CCS1	3%	-11%	-6	0%
10	CN(C(=O)CCc1nnc(CCCCc2ccccc2)o1)C1CCOCC1	2%	49%	14	0%

entry	Pf growth 96h	Pf growth 48h	Cycloheximide cs
1	94%[activator]	36%[activator]	31*
2	-3%	30%	0
3	-27%	10%	7
4	?	29%	11
5	14%	13%	26
6	?	-15%	-1
7	-24%	-20%	/
8	-1%	/	-1
9	?	-3%	-3
10	30%	-7%	8

Further structures:
entry	compound	LmPK inh	AmpC inh no detg	Shiga inhibitor	Tb PYK inh
11	Cc1nn(-c2ccc(N3CCCCC3)nn2)c(C)c1CCC(=O)Nc1ccccc1F	-12%	35%	63*	5%
12	Cc1nn(C)c(C)c1CN(C)C(=O)C1CCC(=O)N(C2CCCCCC2)C1 (stereo not drawn)	1%	1%	0	2%
13	CCOC(=O)c1c(C)[nH]c(C(=O)CSc2nnc(-c3ccncc3)n2CC)c1C	-2%	45%	14	4%
14	CCn1c(=O)c(=O)[nH]c2cc(C(=O)NC(C)c3ccc(S(N)(=O)=O)cc3)ccc21 (stereo not drawn)	2%	-13%	-6	0%
15	CCN(CC(=O)Nc1ccc(NC(C)=O)cc1)C(=O)CSc1ncnc2sc(C)c(C)c12	/	-32%	/	-6%
16	CCOc1ccc2[nH]c(C(=O)N/N=C/c3ccccc3OC)cc2c1	0%	-45%	20	-9%
17	CN(C)C(=O)CCc1nc(-c2ccc(C(C)(C)C)cc2)no1	3%	144%[activator]	123*	-4%
18	COc1ccccc1OCC(=O)NC1CC(C)(C)NC(C)(C)C1	0%	-21%	23	0%
19	CC(C)(C)c1ccc(C(=O)Nc2ccc(NC(=O)C(=O)O)cc2)o1	-12%	-9%	-25	4%
20	Cc1ccc(C(=O)CN(C(=O)c2ccc(Cl)c(Cl)c2)N2C(=O)C3CCCCC3C2=O)cc1C (stereo not drawn)	5%	-15%	-15	7%

entry	Pf growth 96h	Pf growth 48h	Cycloheximide cs
11	58%[activator]	28%	22*
12	0%	15%	-2
13	/	-9%	-1
14	39%[activator]	?	-3
15	14%	-4%	/
16	?	/	-1
17	22%	172%[activator]	44*
18	5%	31%	-4
19	10%	5%	-5
20	-2%	/	-4

The list goes on:
entry	compound	LmPK inh	AmpC inh no detg	Shiga inhibitor	Tb PYK inh
21	CCCNC(=O)Nc1nnc(C2CC2)s1	4%	-14%	-3	2%
22	CCC(=O)N1c2ccc(S(=O)(=O)CCC(=O)NCc3cccs3)cc2CC1C (stereo not drawn)	0%	0%	5	5%
23	CCO[C@@H]1OC(C(=O)Nc2ccccc2)=C[C@H](c2ccc(C(F)(F)F)cc2)[C@H]1CCCO	1%	133%[activator]	8	2%
24	Cc1ccc(NC(=O)CN2C(=O)NC(C)(c3ccc(Cl)cc3)C2=O)c(Br)c1 (stereo not drawn)	-9%	9%	-4	0%
25	O=C1C([N+](=O)[O-])=C(O)c2cccc3cccc1c23	-13%	-40%	8	/
26	CCOc1ccc(-c2nc(-c3ccc(OC)cc3)no2)cc1OCC	1%	-8%	-11	10%
27	O=C(CN1C(=O)C2CC=CCC2C1=O)Nc1cc(C(F)(F)F)ccc1N1CCCC1 (stereo not drawn)	/	91%[activator]	/	-2%
28	CCN(CC)C(=O)CS(=O)(=O)CC(=O)Nc1cc(OCCOC)c(Cl)cc1Cl	3%	35%	9	8%
29	CC1(C)C2CCC(C2)C1(C)NC(=O)CN1CCN(Cc2ccccc2)CC1 (stereo not drawn)	1%	167%[activator]	-10	-1%
30	CCc1ccccc1N(CC(=O)N/N=C/c1ccc(OC(=O)OC)c(OC)c1)S(C)(=O)=O	1%	26%	-8	0%

entry	Pf growth 96h	Pf growth 48h	Cycloheximide cs
21	2%	1%	5
22	5%	-7%	2
23	?	?	-4
24	10%	-3%	-5
25	24%	0%	11*
26	?	8%	-3
27	17%	?	/
28	?	-10%	-2
29	-50%	-17%	-5
30	/	-12%	1

Following part.
entry	compound	LmPK inh	AmpC inh no detg	Shiga inhibitor	Tb PYK inh
31	O=C(c1ccccn1)N1CCN(S(=O)(=O)c2ccccc2)CC1	5%	-13%	-4	4%
32	Cc1ccc(N2C(=O)N(CC(=O)Nc3ccc([N+](=O)[O-])cc3)C(=O)C2C)cc1 (stereo not drawn)	-5%	-33%	-31	-6%
33	COc1cc(C(C)=O)ccc1Oc1ncnc2c1cnn2-c1ccc(F)cc1	1%	-19%	106*	2%
34	CC(=O)Nc1cccc(-c2nc3ccccc3s2)c1C	-4%	11%	60*	3%
35	O=S(=O)(NCC1CCN(Cc2ccccc2)CC1)c1ccccc1C(F)(F)F	0%	19%	11	1%
36	O=C(NNc1nc(-c2ccccc2)c2cc(Br)ccc2n1)c1ccc(S(=O)(=O)N2CCCCC2)cc1	3%	-20%	-9	-3%
37	CC(=O)N1CCN(c2ccc(NC(=O)c3ccccc3Br)cc2Cl)CC1	-2%	2%	5	-3%
38	Cc1ccc(CNC(=O)C2CCN(S(=O)(=O)c3ccc4c(c3)CC(C)N4C(=O)C3CCC3)CC2)o1 (stereo not drawn)	1%	53%	-8	-22%
39	CC(CN1CCCCC1)OC(=O)c1cc2ccccc2o1 (stereo not drawn)	-5%	-17%	-12	-5%
40	CC1(c2ccccc2)NC(=O)N(CC(=O)Nc2ccc3c(c2)OCO3)C1=O (stereo not drawn)	2%	-9%	-6	-2%

entry	Pf growth 96h	Pf growth 48h	Cycloheximide cs
31	3%	-3%	1
32	-23%	3%	17
33	177%[activator]	164%[activator]	54*
34	40%[activator]	48%[activator]	24*
35	-10%	-11%	-2
36	2%	-11%	-4
37	?	5%	1
38	?	?	1
39	?	12%	-6
40	1%	/	-4

(continued)
entry	compound	LmPK inh	AmpC inh no detg	Shiga inhibitor	Tb PYK inh
41	CC(C)(C)NC(=O)Cc1ccc(S(=O)(=O)N2CCCC2)s1	3%	-54%	-9	2%
42	O=C(CNC(=O)c1ccc(F)cc1)c1ccc(Cl)cc1	-7%	59%	69*	6%
43	Cc1nonc1NC(=O)CSc1nc(CCC2CCCC2)nc2ccccc12	3%	-29%	3	-1%
44	O=C(O)C1CCCN1S(=O)(=O)c1ccc(Br)s1 (stereo not drawn) (tested in a mixture with another compound)	-8%	-6%	-4	6%
45	CC(C)CNC(=O)c1ccccc1NC(=O)c1ccc(CSc2ccccc2)cc1	-2%	-16%	-3	-16%
46	CC(C)(C)C(=O)Nc1ccccc1C(=O)NCc1ccco1	5%	-1%	13	-6%
47	Cc1ccn(-c2cc(O)c(-n3ccc(C)n3)cc2O)n1	-5%	-12%	46	-4%
48	CCOc1ccc(CNC(=O)CCC(=O)n2nc(C)c3ccccc32)cc1	9%	2%	-2	0%
49	CC(C)C[C@H]1C(=O)N2CCC[C@H]2[C@]2(O)O[C@](NC(=O)[C@@H]3C=C4c5cccc6[nH]cc(c56)C[C@H]4N(C)C3)(C(C)C)C(=O)N12	/	131%[activator]	/	-3%
50	Cc1cccc(N2NC(=O)/C(=C/c3ccc(-c4ccc(Cl)c(C(=O)O)c4)o3)C2=O)c1	7%[11.5 µM]	-24%	1	-8%

entry	Pf growth 96h	Pf growth 48h	Cycloheximide cs
41	/	?	6
42	-7%	?	46*
43	47%[activator]	?	-3
44	-4%	13%	-1
45	10µM*	13µM*	9
46	/	12%	6
47	1%	41%[activator]	14*
48	?	-7%	-2
49	3.7µM*	2.9µM*	/
50	?	6%	-5

9 compounds from above, ordered by length of the SMILES, high to low:
entry	compound	LmPK inh	AmpC inh no detg	Shiga inhibitor	Tb PYK inh
49	CC(C)C[C@H]1C(=O)N2CCC[C@H]2[C@]2(O)O[C@](NC(=O)[C@@H]3C=C4c5cccc6[nH]cc(c56)C[C@H]4N(C)C3)(C(C)C)C(=O)N12	/	131%[activator]	/	-3%
40	CC1(c2ccccc2)NC(=O)N(CC(=O)Nc2ccc3c(c2)OCO3)C1=O (stereo not drawn)	2%	-9%	-6	-2%
45	CC(C)CNC(=O)c1ccccc1NC(=O)c1ccc(CSc2ccccc2)cc1	-2%	-16%	-3	-16%
48	CCOc1ccc(CNC(=O)CCC(=O)n2nc(C)c3ccccc32)cc1	9%	2%	-2	0%
41	CC(C)(C)NC(=O)Cc1ccc(S(=O)(=O)N2CCCC2)s1	3%	-54%	-9	2%
46	CC(C)(C)C(=O)Nc1ccccc1C(=O)NCc1ccco1	5%	-1%	13	-6%
42	O=C(CNC(=O)c1ccc(F)cc1)c1ccc(Cl)cc1	-7%	59%	69*	6%
44	O=C(O)C1CCCN1S(=O)(=O)c1ccc(Br)s1 (stereo not drawn) (tested in a mixture with another compound)	-8%	-6%	-4	6%
39	CC(CN1CCCCC1)OC(=O)c1cc2ccccc2o1 (stereo not drawn)	-5%	-17%	-12	-5%

entry	Pf growth 96h	Pf growth 48h	Cycloheximide cs
49	3.7µM*	2.9µM*	/
40	1%	/	-4
45	10µM*	13µM*	9
48	?	-7%	-2
41	/	?	6
46	/	12%	6
42	-7%	?	46*
44	-4%	13%	-1
39	?	12%	-6

The listing continues.
entry	compound	LmPK inh	AmpC inh no detg	Shiga inhibitor	Tb PYK inh
51	Cc1c(-c2ccccc2)c(=O)oc2ccc(O)cc12	9%	-32%	-2	4%
52	Nc1nc(-c2ccc(S(=O)(=O)N3CCCCC3)cc2)cs1	/	-48%	/	-2%
53	CC1CCCC/C1=N\NC(=S)NCCc1ccccc1 (stereo not drawn)	-12%	-22%	98*	0%
54	COc1ccc(C(=O)CSc2ccc(-c3ccccc3)nn2)cc1	7%	-22%	23	-3%
55	CC1CCCCN1CC(=O)Nc1ccccc1Sc1ccccc1 (stereo not drawn)	1%	-20%	-4	30%
56	COc1ccccc1-c1coc2cc(OCC(=O)OCc3ccccc3)ccc2c1=O	2%	-14%	-1	-5%

entry	Pf growth 96h	Pf growth 48h	Cycloheximide cs
51	17%	3%	1
52	13µM*	?	/
53	-5%	31%	44*
54	?	0%	7
55	?	?	-2
56	?	5%	-3
